Growth percent in the NCI-60 one-dose screen (48 h, 10 µM unless noted): 100 = growth as untreated, 0 = no growth, -100 = all killed.
OVCAR-5: OVCAR-5 ovarian cancer | 82,000 tested, 2.9% active
NCI-H226: NCI-H226 lung cancer | 79,000 tested, 3.5% active | AID 1794732
NCI-H23: NCI-H23 lung cancer | 80,000 tested, 4% active | AID 1794731
SK-OV-3: SK-OV-3 ovarian cancer cells; AID 1794785; 80,000 tested, 3.2% active
IGROV1: IGROV1 ovarian cancer. AID 1794786. 79,000 tested, 4.7% active
OVCAR-4: OVCAR-4 ovarian cancer cells. 80,000 tested, 3.7% active
OVCAR-3: OVCAR-3 ovarian cancer. 79,000 tested, 7% active. AID 1794787
SN12C: SN12C renal cancer cells. AID 1794767. 81,000 tested, 3.8% active
NCI/ADR-RES: NCI/ADR-RES ovarian cells; 81,000 tested, 4.4% active
* marks the source's active call; other numbers are inactive results; nt = not tested or not shown; & = joins results of further samples. Rule for the calls: active = growth percent below 10; inactive = the rest.

SMILES	OVCAR-5	NCI-H226	NCI-H23	SK-OV-3	IGROV1	OVCAR-4	OVCAR-3	SN12C	NCI/ADR-RES
C#CCn1cc(-c2nc3ccccc3[nH]2)c2cccnc21	110	86	94	89	88	106	106	95	101
CCC(C(=O)O)(C(=O)O)c1ccccc1	111	99	100	101	116	128	123	95	99
CCOC(=O)CSc1nc2sc3c(c2c(=O)n1-c1ccccc1)CCC(C)C3 (stereo not given)	100	88	87	99	95	105	117	98	97
O=C(Cn1cnc2ccccc21)Nc1cccc2cccnc12	92	73	70	100	88	81	83	102	76
CC1(C)CC[C@]23CC[C@]4(C)[C@H](CC[C@@H]5[C@@]6(C)C[C@@H](C=NCCO)C(=O)C(C)(C)[C@@H]6CC[C@]54C)[C@H]2[C@H]1OC3=O	107	102	106	103	103	96	104	93	107
CN1C(C)(C)CC(O)(C(=O)O)CC1(C)C	96	95	105	104	110	103	113	101	107
NC(=O)COCCO	125	113	102	114	114	104	116	109	110
N#CC(C#N)N=Nc1ccccc1Cl	89	103	93	99	101	116	107	105	99
CCCCCN(c1ccc(C(=O)OCC)cc1)S(=O)(=O)c1ccc(C)cc1	93	83	86	97	67	77	100	81	90
COc1ccccc1/C=N/N1CCCCCC1	96	91	101	105	nt	nt	97	88	103
NC(=S)Nc1ccc(C(=O)O)cc1	118	95	105	102	121	114	110	93	103
CCCCCCCCCCCCC(C(=O)OCC)C(=O)OCC	107	95	114	109	100	113	109	100	107
COc1ccc(C(=O)/C=C/Nc2ccc(S(=O)(=O)O)cc2)cc1	110	104	101	124	116	110	nt	105	105
COc1cc2nc(-c3ccc(C(F)(F)F)cc3)cc(OCCCN3CCOCC3)c2cc1OC	46	-10*	56	70	36	53	62	41	40
CSc1ccc(N(C)c2nc(C)nc3c2CCC3)cc1	33	55	17	20	31	38	5.4*	18	8.0*
Cc1ccc(Cc2ccc(C)cc2)cc1	99	100	106	97	103	109	116	110	108
O=C(Nc1ccc(NC(=O)c2cc(S(=O)(=O)NC3CCCCC3)c(O)c(O)c2O)cc1)c1cc(S(=O)(=O)NC2CCCCC2)c(O)c(O)c1O	103	96	97	82	105	99	96	91	94
COc1ccc(-n2c(-c3ccccc3)c(-c3ccccc3)c3c(SCC(=O)n4nc(C)cc4C)ncnc32)cc1	95	81	70	81	84	79	78	83	84
CC(=O)N1N=C(c2ccc(Nc3nc(Nc4ccc(Cl)cc4)nc(Nc4ccc(Cl)cc4)n3)cc2)CC1c1ccc(Cl)cc1 (stereo not given)	92	111	93	119	92	101	120	97	100
NC(=S)N/N=C1\c2cc(Cl)ccc2-c2c1cc(Cl)cc2[N+](=O)[O-]	92	66	45	92	67	47	55	55	43

Sorted by number of heavy atoms (high to low): four of the compounds above
SMILES	OVCAR-5	NCI-H226	NCI-H23	SK-OV-3	IGROV1	OVCAR-4	OVCAR-3	SN12C	NCI/ADR-RES
CC(=O)N1N=C(c2ccc(Nc3nc(Nc4ccc(Cl)cc4)nc(Nc4ccc(Cl)cc4)n3)cc2)CC1c1ccc(Cl)cc1 (stereo not given)	92	111	93	119	92	101	120	97	100
CC1(C)CC[C@]23CC[C@]4(C)[C@H](CC[C@@H]5[C@@]6(C)C[C@@H](C=NCCO)C(=O)C(C)(C)[C@@H]6CC[C@]54C)[C@H]2[C@H]1OC3=O	107	102	106	103	103	96	104	93	107
COc1cc2nc(-c3ccc(C(F)(F)F)cc3)cc(OCCCN3CCOCC3)c2cc1OC	46	-10*	56	70	36	53	62	41	40
NC(=S)N/N=C1\c2cc(Cl)ccc2-c2c1cc(Cl)cc2[N+](=O)[O-]	92	66	45	92	67	47	55	55	43

The list goes on:
SMILES	OVCAR-5	NCI-H226	NCI-H23	SK-OV-3	IGROV1	OVCAR-4	OVCAR-3	SN12C	NCI/ADR-RES
COc1cc2c(=O)n(CCCCl)c3c4cc5c(cc4ccc3c2cc1OC)OCO5	116	63	89	79	72	97	95	86	84
O=C(O)c1ccc(-n2cc(CNc3ccccc3)c(-c3ccc(F)cc3)n2)cc1	90	93	nt	108	92	81	94	81	98
CCN(CC)Cc1ccccc1	101	103	100	104	116	97	107	109	103
O=C1/C(=C/c2ccccn2)NC(=S)N1c1cccc(Br)c1	101	89	106	105	106	107	119	100	111
Clc1ccc(-n2ccnc2)c(-n2cnnn2)c1	105	nt	99	110	122	112	115	105	108
Cn1cc(-c2nonc2-c2cn(C)c3ccc(F)cc23)c2cc(F)ccc21	92	51	68	45	52	79	23	62	31
COc1c(C)cnc(CSc2nc(-c3ccc(F)cc3)cn2-c2ccc(Cl)cc2)c1C	102	95	93	90	99	82	91	98	96
COc1cc(/C=C/c2cc(/C=C/c3ccc(O)c(OC)c3)n(C(=O)Nc3ccc(Cl)cc3)n2)ccc1O	11	5.7*	3.2*	-0.4*	9.9*	13	-11*	9.0*	17
Cc1ccc(-n2nc(C(=O)NCC(=O)O)nc2-c2ccccc2)cc1	110	nt	99	112	109	94	104	107	106
O=C(Nc1ccc([N+](=O)[O-])cc1)N1CCOCC1	99	99	96	104	105	96	106	102	106
O=Cc1[nH]c(Sc2ccccc2)c2ccccc12	87	67	67	83	88	58	50	78	70
C[C@H]1[C@H](C)CC[C@]2(C(=O)O)CC[C@]3(C)C(=CC[C@@H]4[C@@]5(C)C[C@@H](Cc6cn([C@@H]7O[C@H](CO)[C@@H](O)[C@H](O)[C@H]7O)nn6)[C@H](O)C(C)(C)[C@@H]5CC[C@]43C)[C@H]12	97	94	98	89	107	92	107	97	106
O=c1[nH]c2ncc(-c3ccc4ncnc(N5CCc6cc(F)c(Cl)cc65)c4c3)cc2o1	105	100	75	85	91	108	100	77	101
Cc1c(C(N)=O)sc2c1c(=O)n(Cc1ccccc1)c1nnc(S(C)(=O)=O)n21	135	96	97	103	106	64	80	80	100
CCC1C(C)(C)c2ccc(C)cc2C1(C)C (stereo not given)	90	87	95	112	97	95	107	96	100
COc1ccc(NC(=O)Nc2ccc(OCC(=O)N=Nc3c(O)[nH]c4ccc([N+](=O)[O-])cc34)cc2)cc1	124	63	59	94	93	60	25	72	91
COc1ccc(/C=N/NC(=O)c2c(Nc3ccccc3)nn(CC(O)c3ccccc3)c2N)cc1Oc1ccccc1 (stereo not given)	99	85	78	110	95	85	nt	94	86
O=S(=O)(Cl)c1cc(Cl)c(Cl)cc1Cl	99	117	94	105	102	108	123	111	106
COc1cc(C2C3CCc4ccccc4C3=NN2C(C)=O)cc(OC)c1OC (stereo not given)	92	112	97	108	nt	100	113	104	95
Cc1ccc(-c2cc(-c3ccccn3)[nH]n2)cc1	101	89	106	101	85	101	106	96	100
CCOC(=O)C1(c2ccccc2)CCCNC1=O (stereo not given)	107	99	98	nt	102	nt	111	101	103
CCOC(=O)c1nc2ccccc2[nH]c1=O	99	100	93	95	109	nt	108	113	100
O=C1C(Cl)=C(NCCCN2CCOCC2)C(=O)c2ccccc21	111	107	nt	102	56	77	96	83	99
CCOc1ccc(/C=C2\N=C(C)N(CCc3ccc(S(N)(=O)=O)cc3)C2=O)cc1	101	87	103	114	104	113	120	104	101
COc1ccc(/C=C/c2nc3ccccc3c3nnc(-c4ccc(Cl)cc4)n23)cc1	81	73	92	94	71	76	84	73	73
CC(=C\c1ccccc1)/C=C1/NC(=O)NC1=O	100	101	100	97	102	100	104	100	105
COc1cc2c(c(OC)c1OC)C(=O)CC(c1cccc(NC(=O)c3cc(NC(=O)[C@H](Cc4ccccc4)NC(=O)OC(C)(C)C)ccc3C)c1)O2 (stereo not given in full)	102	96	102	95	91	89	106	90	103
CC(C(=O)O)N1C(=NCC(=O)c2ccccc2)NNC1(C)c1ccccc1O (stereo not given)	105	86	85	76	66	88	92	94	103
CCOC(=O)c1nnn(-c2no[n+]([O-])c2-c2ccc(OC)cc2)c1COc1cccc2cccnc12	49	8.9*	32	12	24	27	17	4.0*	9.1*
CCCCCCCCC/C=N/Nc1ccc([N+](=O)[O-])cn1	104	98	92	99	94	99	nt	104	98
CN(C)CCNC(=O)c1cccnc1Nc1cc2ccccc2cc1C(=O)O	108	134	103	95	119	103	110	98	109
COc1ccc2oc(=O)cc(CC(=O)NCCc3c[nH]c4ccccc34)c2c1	97	90	91	101	89	106	94	90	96
CC1=N/C(=C\c2ccc(Cl)cc2)C(=O)N1CCc1ccc(S(=O)(=O)NC(=S)NCc2ccccc2)cc1	100	91	99	109	102	115	121	91	101
COc1cc(C2CC(c3ccc(C)cc3)=NN2C=O)ccc1Oc1nc2c(c(=O)n(C)c(=O)n2C)n1C (stereo not given)	102	84	85	124	83	78	105	52	63
COC(=O)c1nc(N)nc(C(=O)OC)c1C(=O)c1ccc2ccccc2c1	113&138	81&118	93&109	84&123	78&113	108&109	96&125	116&126	103&112
Nc1c(C(=O)Nc2cccc3cnccc23)sc2nc3c(cc12)C(=O)CCC3	107	93	93	96	88	102	93	89	102
C=CCSC(=S)OCc1ccccc1	111	94	93	108	109	103	105	107	98
COC(=O)CCNS(=O)(=O)/N=C1\NC(=O)NC1=C(Cl)Cl	106	108	nt	128	106	106	122	99	106
Cc1[nH]c(-c2nc3ccccc3[nH]2)c(C)c1C(=O)N1CCCC1	93	93	95	nt	93	97	102	94	101
O=C(CCCCn1ccc(=O)[nH]c1=O)Nc1ccc(C(=O)O)c(O)c1	104	102	97	101	108	114	114	99	110

Entries of single compounds, looked up by structure. Screens in order: OVCAR-5 | NCI-H226 | NCI-H23 | SK-OV-3 | IGROV1 | OVCAR-4 | OVCAR-3 | SN12C | NCI/ADR-RES
`CCOc1ccc(/C=C2\N=C(C)N(CCc3ccc(S(N)(=O)=O)cc3)C2=O)cc1` reads 101 | 87 | 103 | 114 | 104 | 113 | 120 | 104 | 101
`O=C(CCCCn1ccc(=O)[nH]c1=O)Nc1ccc(C(=O)O)c(O)c1` reads 104 | 102 | 97 | 101 | 108 | 114 | 114 | 99 | 110
`CC(C(=O)O)N1C(=NCC(=O)c2ccccc2)NNC1(C)c1ccccc1O` (stereo not given) reads 105 | 86 | 85 | 76 | 66 | 88 | 92 | 94 | 103
`CC(=C\c1ccccc1)/C=C1/NC(=O)NC1=O` reads 100 | 101 | 100 | 97 | 102 | 100 | 104 | 100 | 105

New compounds follow:
SMILES	OVCAR-5	NCI-H226	NCI-H23	SK-OV-3	IGROV1	OVCAR-4	OVCAR-3	SN12C	NCI/ADR-RES
COc1cc(/C=C/C(=O)c2c(C)oc3nc[nH]c(=O)c23)cc(OC)c1OC	96	92	69	99	75	75	78	80	82
Cc1cc(NNC(N)=S)c2ccccc2c1N=NC(N)=S	123	87	94	115	89	96	108	89	98
CCOC(=O)C1=C(c2ccccc2)N=C2SC3C(=NN(c4ccccc4)C3c3ccc(Br)cc3)N2C1c1cc(OC)c(OC)c(OC)c1 (stereo not given)	103	87	93	102	78	92	90	90	93
CC1Cn2c(nnc2-c2ccccc2O)S1 (stereo not given)	nt	101	106	110	112	106	103	110	103
O=Nc1c(O)c(Cl)cc2ccccc12	115	79	92	81	59	79	67	83	72
N#CC1=C(N)Oc2c(c(=O)[nH]c3ccccc23)C12C(=O)c1cccc3cccc2c13 (stereo not given)	106	109	107	114	105	105	108	107	103
O=C(/C=C/c1cn(-c2ccccc2)nc1-c1ccc(OCc2ccccc2)cc1)c1ccc(OCc2ccccc2)cc1	110	95	100	111	121	107	113	99	105
O=C(COc1ncnc2sc3c(c12)CCCC3)N/N=C/c1ccc(Cl)cc1	91	97	103	106	89	108	117	97	104
Cc1nc(-c2ccc(Cl)cc2)ccc1-c1nnc(SCC(C)C)o1	105	100	100	102	105	101	nt	98	102
O=c1cc(OCCCCSC(=S)N2CCCCC2)c2ccccc2o1	100	76	86	97	104	81	96	96	85
COc1ccc(-c2nc3c4cc(-c5ccc(OC)cc5)oc4ncn3n2)cc1	102	96	101	107	103	96	109	101	103
CC(C)C1C2=C(NCCN1C(=O)c1ccncc1)C(C)(C)N(Cc1ccccc1)C2=O (stereo not given)	107	107	100	99	101	111	102	93	99
CCOC(=O)c1nn(-c2ccn(C)n2)c(C(=O)OCC)c1N	95	107	95	109	103	101	113	100	99
COc1ccc(/C=C2\SC(=O)N(CCN(C(C)C)C(C)C)C2=O)cc1	103	96	99	116	112	106	115	102	104
C/C(=N/O)c1ccc(N2C(=O)c3ccc(C(C)(C)C)cc3C2=O)cc1	97	89	97	104	101	96	nt	99	98
O=C(NNC(=O)c1ccncc1)Nc1ccccc1	111	97	100	112	109	110	100	113	110
CC(=O)Nc1cccc2ccc(O)cc12	113	nt	96	106	107	100	102	96	104
C=C1c2c(C)nn(C)c2N(C)C23CC1C1(C)c4c(C)nn(C)c4N(C)C(C)(CC12)C3 (stereo not given)	91	108	99	111	105	95	110	94	88
NCC(=O)NCC(=O)NC1(C(=O)O)CCCC1	100	105	100	96	124	102	120	100	109
O=[N+]([O-])Cc1c2ccccc2nc2ccccc12	98	105	101	114	99	101	106	100	102
Clc1ccccc1Nc1n[nH]c(-c2ccccc2)n1	101	71	82	86	50	86	85	91	94
CCOc1ccc(OCC)c(N)c1	nt	99	91	93	93	95	103	93	nt
O=c1[nH]c2cc(Cl)ccc2c(CCl)c1Cl	99	93	99	100	114	92	113	101	106
O=c1oc2c(cnc3ccc(Br)cc32)cc1-c1ccccc1	96	102	102	109	107	107	120	98	102
O=C(NNC(=O)c1ccc(-n2cc(-c3ccccc3)nn2)cc1)Nc1ccc(Cl)cc1	113	104	105	98	100	105	113	101	99
CCOC(=O)c1n[nH]n2c1nc(=O)c1cnn(C)c12	112	98	97	101	108	102	101	105	103
CCOC(=O)C(O)C(O)(c1ccccc1)c1ccccc1 (stereo not given)	90	90	102	97	100	111	108	99	102
CCN(CC)c1ccc(C=O)c(OCc2cn(CC(=O)Nc3ccc(F)cc3)nn2)c1	119	90	nt	83	100	88	116	101	101

Screening data deposited in PubChem BioAssay by NCI.
